# Source: PubChem BioAssay
# Rpn11 inh: inhibitors of human proteasome Rpn11. human 26S proteasome, Ub4-pepOG fluorescence polarization; 20S core pre-blocked with epoxomicin. calls only at 20 µM. 360,000 tested, 0.59% active. AID 588493;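 active = inhibition at 20 µM, scaled to each plate's controls, above about 33%, limit read from the data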
# Rin1 Abl inh: inhibitors of human Rin1-Abl protein interaction; P00519+Q13671; TR-FRET Rin1/Abl binding, biochemical; inhibition, % at 7.35 µM; 360,000 tested, 0.4% active; AID 588664; in the data active = inhibition above about 5%, passing the limit was not always enough
# LMPTP inh: LMPTP (human) inhibition. recombinant LMPTP-A, OMFP fluorogenic substrate, fluorescence intensity. inhibition, % at 20 µM. 360,000 tested, 0.22% active. AID 651560;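 active = compounds that cut the enzyme signal by at least half of the control window in the single-dose screen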;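 note: plate controls were DMSO wells with enzyme plus substrate for no effect and substrate without enzyme for full effect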
# Target sequence (P24666 whole entry, looked up): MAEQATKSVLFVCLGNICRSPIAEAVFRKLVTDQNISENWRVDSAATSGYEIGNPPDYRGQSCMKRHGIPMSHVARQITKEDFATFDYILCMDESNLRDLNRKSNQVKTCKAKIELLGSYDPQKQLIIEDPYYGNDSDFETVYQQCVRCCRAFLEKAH
#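 material = LMPTP-A | quantity = 0.625 nM enzyme | reagent = OMFP substrate, 400 µM final | buffer or medium = Bis-Tris pH 6.0, DTT, detergent | detection = endpoint fluorescence intensity from OMFP dephosphorylation | dosing = single 20 µM dose | read-out basis = % inhibition relative to no-enzyme and uninhibited control wells | control set = no-enzyme and uninhibited controls | timing = 50 min at room temperature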
# NadD inh: blocks S. aureus nicotinate mononucleotide adenylyltransferase; purified NadD enzyme, colorimetric absorbance read-out; AID 602399; 360,000 tested, 0.78% active; inhibition, % at 20 µM; in the data active = inhibition above about 26%; note: some compounds past the cut are filed as inactive
# SUMO1 PPI mod: SUMO1-SIM interaction modulation | P63165 | 360,000 tested, 0.33% active | SUMO1 binding to a labelled peptide, TR-FRET, 1 h | inhibition, % at 20 µM; in the data active = inhibition above about 37%
# Target sequence (P63165 whole entry, looked up): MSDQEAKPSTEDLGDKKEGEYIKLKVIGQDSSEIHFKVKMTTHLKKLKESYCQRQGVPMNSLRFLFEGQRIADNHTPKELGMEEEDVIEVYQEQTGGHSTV
# DNMT1 inh: DNMT1 (human) enzyme inhibition; 360,000 tested, 0.83% active; DNMT1 molecular beacon, Hinp1I cleavage, fluorescence; AID 588458; P26358; inhibition (reported as % activation of signal), % at 10 µM; in the data active = inhibition above about 50%
# STEP block: STEP (human) phosphatase inhibition. P54829. recombinant STEP, OMFP fluorogenic substrate, fluorescence. inhibition, % at 20 µM. 360,000 tested, 0.25% active. AID 588621;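 active = inhibition at 20 µM, scaled per plate between control wells, above about 37%, limit read from the data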;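 note: 0% = DMSO with enzyme and substrate and 100% = substrate only without enzyme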
#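 Assay system: isolated STEP enzyme / Timing: 20 min at room temperature, dark / Doses: 20 µM, 1% DMSO / Technique: fluorescence intensity, excitation 480 nm, emission 540 nm / Reagent: fluorogenic phosphatase substrate OMFP at 25 µM final / Measure: percent inhibition scaled to no-enzyme and uninhibited-enzyme controls, plate-pattern corrected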
# Scp-1 inhibitor: Scp-1 (human) phosphatase inhibition | Recombinant Scp1, phosphopeptide, malachite green phosphate absorbance | 340,000 tested, 0.88% active | Q9GZU7 | inhibition, % at 20 µM;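 active = inhibition above about 50% at 20 µM, limit read from the data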;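 note: plate controls were DMSO wells with enzyme for no effect and wells lacking enzyme for full effect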
# Target sequence (Q9GZU7 76-261 limits assumed): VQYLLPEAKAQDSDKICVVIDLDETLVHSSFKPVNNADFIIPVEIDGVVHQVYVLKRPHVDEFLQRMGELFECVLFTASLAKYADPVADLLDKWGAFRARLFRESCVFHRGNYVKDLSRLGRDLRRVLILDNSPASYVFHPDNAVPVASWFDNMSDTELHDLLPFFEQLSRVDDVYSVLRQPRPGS
#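 Test system: SCP-1 phosphatase catalytic domain, residues 76-261; measured by: colorimetric phosphate reagent with accelerator and stabiliser, absorbance at 630 nm; timing: enzyme reaction 45 min at room temperature, colour 5 min, stabilisation 30 min; also added: Phosphorylated 17-residue peptide substrate; compound dosing: one concentration, 20 µM, with 1.0% DMSO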
# CSN inh: inhibitors of human CSN-mediated cullin deneddylation | Q92905 | Purified CSN, SCF-Nedd8-OG deneddylation, fluorescence polarization | inhibition, % at 12.5 µM | 360,000 tested, 0.38% active | AID 651999;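 active = pattern-corrected inhibition above about 35%, with an unprinted fluorescence ratio check between 0.5 and 1.5, limit read from the data, passing the limit was not always enough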;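 note: 0% = enzyme with substrate and 100% = substrate without enzyme; some results filed as inactive read as strong as hits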
# Target sequence (Q92905 whole entry, looked up, one chain of several): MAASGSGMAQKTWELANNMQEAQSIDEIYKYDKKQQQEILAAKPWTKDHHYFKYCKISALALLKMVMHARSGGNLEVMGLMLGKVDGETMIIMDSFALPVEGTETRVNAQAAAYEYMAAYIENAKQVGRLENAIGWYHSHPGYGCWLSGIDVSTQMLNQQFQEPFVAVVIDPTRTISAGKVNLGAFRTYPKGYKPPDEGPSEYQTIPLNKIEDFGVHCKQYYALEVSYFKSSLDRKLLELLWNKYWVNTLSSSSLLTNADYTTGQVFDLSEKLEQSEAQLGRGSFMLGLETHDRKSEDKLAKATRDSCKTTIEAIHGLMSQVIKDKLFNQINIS
#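 Detection – fluorescence polarization · System – HEK293T-derived human Csn5 enzyme · Controls – substrate-only high control, full reaction low control · Timing – 90 min, room temperature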
# Neddyl block: blocks human cullin neddylation. P61081+Q13564. TR-FRET cullin neddylation, biochemical. calls only at 25 µM. 360,000 tested, 0.58% active. AID 651699; in the data active = inhibition above about 36%
# * hit, by the source's call; i = inactive; . = not tested or not shown.
no.	molecule	STEP block	CSN inh	Rin1 Abl inh	DNMT1 inh	Scp-1 inhibitor	SUMO1 PPI mod	LMPTP inh	Rpn11 inh	Neddyl block	NadD inh
1	CN(C)c1ccc(CNn2cnnc2SCc2ccc(F)cc2)cc1	-4	2	-1	-7	-2	-2	-1.7	i	i	3
2	C[C@H](CO)N1C[C@H](C)[C@@H](CN(C)S(=O)(=O)c2cn(C)cn2)Oc2ccc(NS(=O)(=O)c3ccccc3)cc2C1=O	1	2	5	-8	4	2	-0.3	i	i	2
3	CCOCCn1c(=O)c2c(nc3n2CCCN3Cc2ccccc2)n(C)c1=O	1	-4	3	0	-9	2	-1.9	i	i	0
4	O=S(=O)(c1ccc(-c2ccon2)s1)N1CCN(c2ccccn2)CC1	1	-1	-2	1	-10	-11	0.3	i	i	-10
5	O=C(CCS(=O)(=O)c1ccccc1)Nc1nncs1	1	2	3	16	17	-2	-1.4	i	i	6
6	CC(C)C(OC(=O)CCCC(=O)Nc1nccs1)C(=O)NC1CCCCC1 (stereo not drawn)	1	-3	0	1	-6	-4	-0.3	i	i	-1
7	CC(C)(C)OC(=O)C1=C(CO)CS[C@@H]2[C@H](NC(=O)Cc3ccccc3)C(=O)N12	-4	-1	-3	2	1	-4	-0.9	i	i	-1
8	Clc1cccc(N=C2NN=C(c3ccc4c(c3)OCCO4)CS2)c1	-3	2	-2	-41	-6	1	2.4	i	i	31*
9	Cn1cc(-c2coc3c(C(=O)Nc4ccccc4)cccc23)cn1	0	2	2	3	.	9	3.1	i	i	-1
10	CC(=O)Nc1ccc(N2CCCC(C)C2)c([N+](=O)[O-])c1 (stereo not drawn)	0	-8	-7	2	5	-26	2.3	i	i	-5
11	C[C@H](CO)N1C[C@H](C)[C@H](CN(C)C(=O)Nc2ccc(F)cc2)Oc2c(NC(=O)c3ccc(-c4nccs4)cc3)cccc2C1=O	-3	-2	6	-3	-1	-6	-1.2	i	i	-7
12	COc1cc(OC)cc(-c2nc3nc(C)c(CCC(=O)O)c(C)n3n2)c1	-3	-1	0	1	-5	10	-0.8	i	i	5
13	C/C(=N\NC(=O)c1nnn(-c2nonc2N)c1-c1cccs1)c1ccc(C)cc1	-1	2	1	1	-8	0	0.1	i	.	9
14	O=C(Nc1ccsc1C(=O)N1CCCCCC1)c1ccccc1	0	-3	-4	0	-6	3	0.3	i	i	-5
15	CCN(c1ccccc1)S(=O)(=O)c1ccc(NN)nc1	-1	2	6	5	8	6	-1.1	i	i	7
16	CCOc1ccccc1NC(=O)CCS(=O)(=O)c1ccc(Br)cc1	39	19	-1	105*	92*	57*	1.2	i	i	-11
17	CN1CCN(S(=O)(=O)Cc2ccccc2Cl)CC1	1	1	5	3	-2	1	-2.2	i	i	-5
18	O=C(NC1CC1)c1sc2ccccc2c1Cl	-2	2	0	-2	-14	-3	-1.5	i	i	0
19	CC(=O)N1CCN(C(=O)CCC(=O)O)CC1	-2	3	1	-1	-9	12	-0.5	i	i	-4
20	C=CCNC(=O)c1ccccc1NC(=O)c1ccc(Cl)c(S(=O)(=O)Nc2cccc(C)c2C)c1	0	-2	4	-11	-8	4	1.7	i	i	7
21	COc1ccccc1NC(=O)Nc1ccc(Cc2ccncc2)cc1	-3	1	4	-5	0	5	0.6	i	i	-4
22	CCCCN(C)CCCNC(=O)CS(=O)Cc1nc(-c2ccc(OC)c(OC)c2)oc1C (stereo not drawn)	0	-1	-3	-2	-7	-4	-1.3	i	i	-4
23	COc1cc(C(=O)Nc2ccc(O)cc2C(=O)O)ccc1OC(C)=O	2	-6	71*	2	0	17	-1.6	i	i	2
24	CCOC1CCCc2oc(-c3ccsc3)c(-c3cnc(OC)nc3)c21 (stereo not drawn)	.	2	.	.	.	0	-1.6	.	i	-2
25	CCc1nc2ccc(C(=O)NCCOc3ccc(OC)cc3)cn2c1N(C)C(=O)Cc1ccccc1	-1	-4	-3	3	.	-5	-8.5	i	i	5

# Whole records, quoted from the list:
# CCOC1CCCc2oc(-c3ccsc3)c(-c3cnc(OC)nc3)c21 (stereo not drawn) is listed with STEP block: .; CSN inh: 2; Rin1 Abl inh: .; DNMT1 inh: .; Scp-1 inhibitor: .; SUMO1 PPI mod: 0; LMPTP inh: -1.6; Rpn11 inh: .; Neddyl block: i; NadD inh: -2
# O=C(CCS(=O)(=O)c1ccccc1)Nc1nncs1 is listed with STEP block: 1; CSN inh: 2; Rin1 Abl inh: 3; DNMT1 inh: 16; Scp-1 inhibitor: 17; SUMO1 PPI mod: -2; LMPTP inh: -1.4; Rpn11 inh: i; Neddyl block: i; NadD inh: 6

# Next compounds follow.
no.	molecule	STEP block	CSN inh	Rin1 Abl inh	DNMT1 inh	Scp-1 inhibitor	SUMO1 PPI mod	LMPTP inh	Rpn11 inh	Neddyl block	NadD inh
26	COc1cc(C=O)ccc1Oc1nnnn1-c1ccc(C(N)=O)cc1	-4	1	2	2	1	-1	-1.5	i	i	-4
27	CCC(C)(C)n1nnnc1C(c1ccccc1)N1CCN(C2CCCC2)CC1 (stereo not drawn)	-1	4	3	1	-7	1	0.1	i	i	0
28	O=C(O)CSc1nnc(-c2ccc(Cl)cc2Cl)n1-c1ccccc1	-2	-3	2	-1	-10	9	-0.7	i	i	-5
29	O=C(CSc1ccc(F)cc1)Nc1ccc(Br)cc1	-3	-5	0	3	-6	0	0.7	i	i	-6
30	COc1ccc(OCC(=O)N2CCC(n3nccc3NC(=O)C3CC3)CC2)cc1	2	0	1	5	-5	-1	-1.4	i	i	-4
31	O=C(Nc1ccc(N2CCOCC2)cc1)C1CCN(S(=O)(=O)c2ccc3c(c2)OCCO3)CC1	0	-3	0	4	5	0	-2.2	i	i	-1
32	O=C(CCc1ccccc1)Nc1cc(Cl)ccc1O	-3	-4	1	0	-7	8	0.8	i	i	-3
33	CCc1ccc(NC(=O)c2n[nH]c(=O)c3ccccc23)cc1	-1	-3	2	7	1	-6	-1.8	i	i	-3
34	CCc1ccccc1NC(=O)c1cnc2n(c1=O)CCS2	5	-2	0	5	-13	1	-0.5	i	i	-3
35	CC(C)N(C)CCOC(=O)c1ccccc1Cl	-4	-8	-2	5	-4	-4	-2.5	i	i	-6
36	COc1ccc(CN(Cc2nc3ccccc3c(=O)[nH]2)C(=O)c2ccco2)cc1	-1	0	3	2	3	1	-1.4	i	i	1
37	O=C(CN1C(=O)C2CCCCC2C1=O)Nc1ccc(OC(F)F)c(Cl)c1 (stereo not drawn)	-1	-5	3	-1	-6	0	1.4	i	i	-21
38	CCC(=O)c1ccc(OCC(O)CN2CCN(C(c3ccccc3)c3ccccc3)CC2)cc1 (stereo not drawn)	4	6	1	-4	-8	-3	3.2	i	i	-8
39	c1cncc(Nc2c3ccccc3nc3ccccc23)c1	-1	4	-13	10	0	-28	31	i	i	-6
40	O=C(COc1ccc(Br)cc1Br)NNC(=O)c1cccs1	-2	5	2	2	-5	15	0.3	i	i	-8
41	CCOC(=O)c1c(C)[nH]c(=S)c(C#N)c1-c1ccccc1	2	-10	0	1	-2	1	-0.9	i	i	4
42	Cn1cc(CN2CCN(c3ccccc3)CC2)c2ccccc21	-4	0	-4	-1	-2	-3	-0.9	i	i	-3
43	O=C(CNC(=O)c1ccc2c(c1)OCO2)N/N=C(Br)/C=C/c1ccccc1	1	1	-7	-5	2	-10	1.5	i	i	1
44	C/C(=N\NC(=O)c1cc2c(s1)CCC(C)C2)c1ccc[nH]1 (stereo not drawn)	-1	1	2	5	-10	9	-0.8	i	i	5
45	CC(=O)NS(=O)(=O)c1ccc(NC(=O)c2ccc(S(=O)(=O)N3CCCC3)cc2)cc1	0	2	4	-1	-8	2	-0.4	i	i	-5
46	CC(C)CCCCCCCCCCCCC(=O)NCC(=O)NC1C(O)C(O)C(Nc2ncnc3nc[nH]c23)OC1C(O)CO (stereo not drawn)	-2	-4	5	20	7	-2	1.5	i	i	0
47	CCOC(=O)c1c(CN2CCN(C)CC2)n(C)c2cc(Br)c(OC)cc12	3	-1	0	0	-4	0	-0.3	i	i	-2
48	CN(Cc1nccn1C)C(=O)CC1C(=O)NCCN1Cc1cccc(Oc2ccccc2)c1 (stereo not drawn)	-2	1	1	-8	-3	-2	-0.7	i	i	4
49	CC1/C(=C\c2ccc(Cl)cc2)C(=O)C2CC1C2(C)C (stereo not drawn)	-1	1	0	5	-6	-1	1.3	i	i	4
50	O=C(Nc1cccc(S(=O)(=O)N2CCCCC2)c1)c1ccc(N2CCCC2=O)cc1	0	5	0	-1	-4	-12	-0.1	i	i	4
51	Cc1cc(C(=O)NNc2ccc(C)c(C)c2)no1	0	1	4	0	-11	0	0.1	i	i	-6
52	O=C(/C=C/c1cccnc1)c1cccc(O)c1	-2	1	8.6*	3	0	-4	0.5	i	i	-4
53	CN(C)/C=N/c1nccc(-c2cccs2)n1	1	-5	-4	2	1	-4	-0.4	i	.	2
54	CCN(CC)CCCN(C)C(=O)Cn1nc(Cc2ccncc2)c2ccccc2c1=O	-1	3	3	2	-6	-5	1.9	i	i	-4
55	NC(CCc1ccccc1)c1csc(Nc2ccccn2)n1 (stereo not drawn)	4	-7	0	-3	.	1	-0.8	i	i	-9
56	NC(=O)COC(=O)c1cc(=O)[nH]c2ccc(S(=O)(=O)Nc3ccc(F)cc3)cc12	-4	-3	1	2	-1	-28	1.6	i	i	0
57	CC(/C=C/c1ccc(N(C)C)cc1)=N\N=C(/N)SC1CC(=O)N(c2ccc(C(=O)O)cc2)C1=O (stereo not drawn)	2	13	3	-3	13	-1	-0.2	.	i	16
58	O=C(NCc1ccco1)c1cccc2c1C(=O)c1ccc(N3CCC(N4CCCCC4)CC3)cc1S2(=O)=O	-4	39*	-11	0	.	-25	25	.	i	11
59	Cc1cc(C)cc(NC(=O)CN2CCN(C(=O)c3cccs3)CC2)c1	-3	-2	4	3	-7	0	-2.4	i	i	-1
60	CCn1c(-c2ccc(C)cc2)n[nH]c1=S	1	-1	-1	3	3	0	-0.8	i	i	-5
61	O=C(O)CCC(=O)N(Cc1cccnc1)Cc1cccc(F)c1	-1	-4	-2	0	-11	-1	-0.9	i	i	-4
62	Cc1ccc(S(=O)(=O)N(C)C[C@@H]2Oc3c(NS(C)(=O)=O)cccc3C(=O)N([C@H](C)CO)C[C@@H]2C)cc1	0	-5	0	6	27	3	-1.7	i	i	1
63	CCOc1ccc(Cl)cc1-c1cc(C(=O)Nc2ccc(C(C)C)cc2)[nH]n1	2	-1	-7	-9	.	5	1.7	i	i	1
64	CC1CCCN(C(=O)CCNC(=O)c2ccccc2Cl)C1 (stereo not drawn)	-3	-2	0	-2	1	-27	-11	i	i	8
65	CN(Cc1ccccc1)C(=O)[C@@H]1CCCN1C(=O)OC(C)(C)C	.	4	.	.	.	0	-1.7	.	i	-1
66	CCN(CC)S(=O)(=O)c1ccc(N2CCOCC2)c(NC(=O)c2ccccc2F)c1	2	-4	1	8	-9	5	0.3	i	i	-2

# Random draw from the library. About 3.8% of those tested had a hit in this group.
